ERAP1 HTS inh = inhibitors of human ERAP1 aminopeptidase; Q9NZ08; recombinant ERAP1, Leu-AMC fluorescence, 60 min; inhibition, % at 10.7 µM; actives 0.15% (n = 340,000); AID 652197;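 active means mean replicate inhibition of at least 30%, or all replicates individually reaching that 30% level; inactive means mean below 30% and not every replicate reaching it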;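 further: 0% = neutral control wells and 100% = L-leucinethiol positive control wells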
Target sequence (Q9NZ08 whole entry, looked up): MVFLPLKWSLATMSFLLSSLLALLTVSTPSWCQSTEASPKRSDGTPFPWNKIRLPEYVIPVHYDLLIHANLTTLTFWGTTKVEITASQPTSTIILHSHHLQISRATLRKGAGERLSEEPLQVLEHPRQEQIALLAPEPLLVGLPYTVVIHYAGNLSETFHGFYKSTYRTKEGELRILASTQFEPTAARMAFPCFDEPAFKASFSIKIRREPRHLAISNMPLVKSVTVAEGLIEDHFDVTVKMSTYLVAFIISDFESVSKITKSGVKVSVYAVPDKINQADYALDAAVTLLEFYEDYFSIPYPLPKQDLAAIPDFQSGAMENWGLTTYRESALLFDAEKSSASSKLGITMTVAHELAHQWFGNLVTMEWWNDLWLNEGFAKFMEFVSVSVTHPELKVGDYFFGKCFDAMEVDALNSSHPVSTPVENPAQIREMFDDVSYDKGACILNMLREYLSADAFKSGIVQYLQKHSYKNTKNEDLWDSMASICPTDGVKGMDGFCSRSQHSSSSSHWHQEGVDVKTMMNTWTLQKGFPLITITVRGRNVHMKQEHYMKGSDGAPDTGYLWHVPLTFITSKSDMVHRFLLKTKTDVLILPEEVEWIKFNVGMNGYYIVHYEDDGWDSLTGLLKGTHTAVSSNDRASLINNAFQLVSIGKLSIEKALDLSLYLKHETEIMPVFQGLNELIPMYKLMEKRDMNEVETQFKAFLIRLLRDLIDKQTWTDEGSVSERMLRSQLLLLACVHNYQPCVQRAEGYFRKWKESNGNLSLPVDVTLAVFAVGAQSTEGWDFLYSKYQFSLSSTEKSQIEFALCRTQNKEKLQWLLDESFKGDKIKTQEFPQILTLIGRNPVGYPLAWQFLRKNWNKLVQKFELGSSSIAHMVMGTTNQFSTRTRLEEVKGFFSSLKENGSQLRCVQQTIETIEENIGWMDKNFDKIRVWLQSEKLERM
PglD DTNB = inhibitors of Campylobacter jejuni PglD acetyltransferase | actives 0.098% (n = 360,000) | inhibition, % at 12.5 µM | purified PglD enzyme, DTNB colorimetric CoA detection; in the data active means inhibition above about 16%, passing the limit was not always enough; further: strong numbers were not always called active
EWS-Fli inh = EWS/Fli transcriptional activity inhibition. A673 NR0B1-luciferase reporter, viability-normalised. inhibition, % at 12.6 µM. actives 0.67% (n = 350,000). AID 651661;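 active means mean inhibition of at least 50% after viability correction, with every replicate also passing that limit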;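 further: firefly luciferase signal divided by Alamar Blue viability fluorescence both relative to DMSO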
FN deposition inh = fibronectin deposition inhibition; AH1F fibroblasts, Alexa488-fibronectin deposition fluorescence, overnight; inhibition, % at 12.6 µM; actives 0.086% (n = 350,000);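 active means mean inhibition across replicates of 30% or more, regardless of how many single replicates reach that level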;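 further: positive control wells lacked labelled fibronectin entirely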
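Measured by – fluorescence 485/525 nm · System – AH1F fibroblast monolayer, labelled fibronectin deposition · Amount – 10000 cells per well · Buffer or medium – serum-reduced DMEM (2% serum) · Doses – single dose, pinned · Also added – fluorescent fibronectin at 24 nM final · Schedule – 1 h cell attachment, overnight exposure to compound and label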
LGR2 inh = inhibitors of bursicon-induced Drosophila LGR2 receptor cAMP signaling; HEK293 LGR2, CRE-luciferase, bursicon-stimulated, 4 h; inhibition, % at 9.99 µM; actives 0.35% (n = 380,000);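 active means drop in luminescence signal, shown as inhibition above about 50% in the replicate tests, limit read from the data, passing the limit was not always enough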;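 further: agonist challenge used bursicon conditioned medium at about half maximal strength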
PAX8 reporter = lowers PAX8-driven luciferase in RMG-I cells. RMG-I TPO-luciferase reporter, SteadyGlo, 24 h. inhibition, % at 12.6 µM. actives 1.2% (n = 360,000). AID 652154;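 active means mean replicate inhibition at least 60% with every replicate also reaching 60%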;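 further: luciferase light reporting Pax8 driven TPO promoter activity; plate controls were median of neutral control wells for no effect and mitoxantrone controls for full effect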
S100A4 inh HTS = S100A4-myosin IIA interaction inhibition. P26447. inhibition, % at 10.7 µM. actives 0.14% (n = 360,000). S100A4/TAMRA-MyoIIA peptide fluorescence polarization;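 active means mean inhibition of at least 70% across replicates, with every replicate also reaching that level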
Target sequence (P26447 whole entry, looked up): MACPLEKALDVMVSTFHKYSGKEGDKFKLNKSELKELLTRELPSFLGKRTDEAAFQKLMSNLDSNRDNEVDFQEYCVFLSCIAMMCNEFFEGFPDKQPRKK
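Material: S100A4 monomer protein / Buffer or medium: 50 mM HEPES pH 7.2, 10 mM CaCl2, 100 mM KCl / Times: 5 min incubation before reading / Benchmarks: neutral control DMSO, positive control TFP / Reagent: labelled myosin peptide probe, 5 nM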
PGC1a acetyl inh = lowers PGC1a acetylation signal in U2OS cells; AlphaScreen anti-acetyl-lysine; with virally co-expressed GCN5 acetyltransferase; inhibition, % at 15.6 µM; actives 0.17% (n = 350,000); AID 651687;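 active means every replicate shows inhibition of at least 40%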;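 further: 0% = neutral control wells and 100% = positive control wells; some results beyond the cut were filed as inactive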
* hit, by the source's call; / = not tested or not shown; & = joins results of further samples. Outcome played no part in choosing rows, and some 2.1% of all compounds hit somewhere here.

Letter code: A = ERAP1 HTS inh; B = PglD DTNB; C = EWS-Fli inh; D = FN deposition inh; E = LGR2 inh; F = PAX8 reporter; G = S100A4 inh HTS; H = PGC1a acetyl inh
> CCN(CC)C(=O)C1=C(C)N(CCCOC)C(=O)C(CC(=O)NCCCN(C)C)C1 (centres undefined)
  A: 0; B: 5; C: 3; D: 1; E: -2; F: 8; G: 18; H: -3

> O=C(N[C@H](Cc1ccccc1)C(=O)NCC1CCCCC1)[C@H]1O[C@@H](n2ccc(=O)[nH]c2=O)[C@H](O)[C@@H]1O
  A: 0; B: /; C: 14; D: 9; E: -12; F: -3; G: 27; H: /

> N#C/C(=C/c1cccn1-c1cccc(C(=O)O)c1)c1ccc(Cl)cc1
  A: 0; B: /; C: 7; D: -3; E: /; F: 11; G: -4; H: 0

> CNC(=O)C[C@H]1CC[C@H]2[C@@H](COC[C@@H](O)CN2S(=O)(=O)c2ccc(Oc3ccccc3)cc2)O1
  A: 1; B: 1; C: 7; D: 5; E: -2; F: -8; G: 3; H: -7

> Cc1ccc(S(=O)(=O)NCC(=O)N2CCc3ccccc3C2)cc1
  A: 0; B: -12; C: -6; D: -3; E: 2; F: 3; G: -2; H: 0

> COc1ccc(CN(C)C[C@H]2Oc3ccc(NC(=O)c4ccncc4)cc3CC(=O)N([C@H](C)CO)C[C@H]2C)cc1
  A: -1; B: 3; C: /; D: 12; E: -5; F: -7; G: 0; H: -3

> C/C(=N\NC(=O)Cc1cccn1C)c1ccco1
  A: 5; B: -1; C: -2; D: 1; E: -3; F: -1; G: -11; H: -1

> COc1ccc(C(C)=O)cc1COC(=O)c1ccc(S(=O)(=O)N(C)C)cc1
  A: 3; B: /; C: 5; D: 7; E: 9; F: 5; G: -1; H: /

> COc1ccc(CN2CCC(C(=O)NC(c3ccc4c(c3)OCO4)c3ccccn3)CC2)cc1 (centres undefined)
  A: 0; B: 6; C: 4; D: 5; E: -6; F: 10; G: -7; H: 6

> COc1cccc(S(=O)(=O)N2CC[C@@H]3[C@H]2c2cc(-c4ccc(C#N)cc4)ccc2N[C@@H]3CO)c1
  A: /; B: 0; C: 6; D: 29; E: -16; F: -8; G: /; H: 8

> C[C@H]1CCCCO[C@H](CN(C)S(=O)(=O)c2cccs2)[C@@H](C)CN([C@@H](C)CO)C(=O)c2cc(N(C)C)ccc2O1
  A: -3; B: 1; C: -20; D: /; E: 3; F: 0; G: 9; H: -12

> C[C@H]1CN([C@@H](C)CO)C(=O)c2cc(C#CCN(C)C)cnc2O[C@@H]1CN(C)C(=O)c1ccc2c(c1)OCO2
  A: 2; B: -9; C: -9; D: 2; E: -14; F: /; G: -2; H: 7

> CC(=O)N1CC(=O)N2[C@H](C1)[C@@H](c1ccc(-c3ccc(C)cc3)cc1)[C@@H]2CO
  A: -3; B: /; C: -16; D: /; E: 5; F: 3; G: 6; H: 11

> CC(=O)Nc1c(Cl)c(Cl)c2c(c1Cl)C(=O)c1cc(Cl)ccc1-2
  A: -1; B: 0; C: 22; D: 3; E: 14; F: /; G: -1; H: /

> COc1ccc(CNC(=O)CN(C(=O)c2csnn2)c2ccc3c(c2)OCCO3)cc1
  A: -2; B: -5; C: -28; D: 7; E: -16; F: -47; G: 0; H: 7

> Cc1ccc(Nc2nnc(SCC(=O)Nc3cccc(S(=O)(=O)N4CCCCC4)c3)s2)cc1
  A: -3; B: /; C: -5; D: 5; E: -64; F: -68; G: 4; H: /

> Cc1sc2nc(CSC(C)C(=O)Nc3ccc(C#N)cc3)[nH]c(=O)c2c1C (centres undefined)
  A: 4; B: 4; C: -5; D: -5; E: -8; F: -1; G: -6; H: -5

> CC(OC(=O)c1cccs1)C(=O)NCCc1ccccc1 (centres undefined)
  A: -1; B: 3; C: 2; D: 1; E: 6; F: 20; G: -2; H: -8

> Cc1cccc(NC(=O)C2CCCN(S(=O)(=O)c3cccc4cccnc34)C2)c1 (centres undefined)
  A: /; B: 0; C: 2; D: 9; E: -8; F: -2; G: 4; H: 2

> CCc1nc2ccc(C(=O)NCCOc3ccc(OC)cc3)cn2c1N(CC)Cc1cccc(Br)c1
  A: 0; B: 3; C: 19; D: 2; E: 16; F: 16; G: -3; H: /

> CCC(C)(C)NC(=O)c1sccc1Oc1ccc(F)cc1[N+](=O)[O-]
  A: 4; B: /; C: 5; D: -5; E: 16; F: -7; G: 6; H: -9

> C[C@@H]1CN([C@H](C)CO)C(=O)c2cc(-c3ccc(F)cc3)cnc2O[C@@H]1CN(C)Cc1ccc(F)cc1
  A: /; B: /; C: -11; D: 4; E: -9; F: /; G: /; H: -1

> C[C@H]1CN([C@@H](C)CO)C(=O)c2cc(NS(=O)(=O)c3ccc(Cl)cc3)ccc2O[C@H]1CN(C)C(=O)Nc1ccccc1
  A: -1; B: 3; C: 6; D: /; E: -6; F: 10; G: -1; H: 5

> COc1ccc(CCNC(=S)N2CCN(S(=O)(=O)c3cccc(F)c3)CC2)cc1
  A: -4; B: 1; C: -1; D: -20; E: -1; F: 2; G: -5; H: /

> O=C(NCCn1ccc2ccccc21)c1cccc([N+](=O)[O-])c1
  A: -5; B: /; C: -1; D: 1; E: 1; F: 2; G: 2; H: 0

> C[C@@H]1CN([C@H](C)CO)C(=O)CCCn2nncc2CO[C@H]1CN(C)C(=O)c1ccc(N2CCN(C)CC2)cc1
  A: 2; B: -4&2; C: -1&-8&1; D: 0&-5; E: -2&-5; F: 2&-2&-9; G: -5&5; H: 5&0&3

> C[C@@H]1CN([C@@H](C)CO)C(=O)c2cc(-c3ccccc3)cnc2O[C@H]1CN(C)C(=O)C1CCCCC1
  A: 4; B: 0; C: 7; D: /; E: 6; F: /; G: 11; H: 8

> CC(C)c1cc(C(N)=O)c(NC(=O)c2cccc(COc3ccc(Br)cc3)c2)s1
  A: /; B: 0; C: /; D: 9; E: -97; F: /; G: /; H: -2

> Cc1onc(-c2c(F)cccc2Cl)c1C(=O)ONC(=O)c1ccccc1
  A: /; B: -1; C: 1; D: 0; E: /; F: -9; G: 0; H: -5

> COc1ccc(NC(=O)N(C)C[C@H]2OCCCC[C@H](C)Oc3ccc(NC(=O)NC4CCCCC4)cc3C(=O)N([C@@H](C)CO)C[C@H]2C)cc1
  A: -2; B: -5; C: 1; D: -11; E: 9; F: -10; G: 2; H: -17

> CCCNC(=O)C[C@@H]1C[C@H]2c3cc(NC(=O)Nc4ccc(F)cc4)ccc3O[C@H]2[C@H](CO)O1
  A: -1; B: 1; C: 5; D: /; E: 12; F: 24; G: 8; H: -5

> CO[C@@H]1CN(C)C(=O)c2cc(NC(=O)Nc3ccc(Cl)cc3)ccc2OC[C@H](C)N(C)C[C@@H]1C
  A: 2; B: -2; C: -9; D: 19; E: -73; F: 17; G: 6; H: 4

> CS(=O)Cc1cc(Sc2ccccc2)nc(-c2cccnc2)n1 (centres undefined)
  A: -7; B: 0; C: 8; D: -9; E: -39; F: -6; G: -5; H: /

> O=C(NCc1ccc(F)cc1)C1CCN(c2cnccn2)CC1
  A: 2; B: /; C: 5; D: 0; E: 6; F: 8; G: 5; H: 0

> CCC(=O)N1[C@H](CN(C)C(C)=O)[C@@H](c2ccc(-c3cccc(F)c3)cc2)[C@@H]1CO
  A: /; B: 1; C: 4; D: 2; E: -6; F: -3; G: /; H: 7

> COC(=O)N/N=C/c1c(C)c(C(=O)c2ccc(F)cc2)n2ccccc12
  A: /; B: -6; C: /; D: /; E: -8; F: 2; G: /; H: 0

> Cc1nc(SCC(=O)N(C)C2(C#N)CCCCC2)c2ccccc2n1
  A: -1; B: -4; C: -8; D: 4; E: 0; F: 62*; G: -4; H: 7

> N#Cc1cccc(-c2ccc3c(c2)[C@H]2[C@H](CCN2Cc2cncnc2)[C@@H](CO)N3)c1
  A: /; B: 0; C: -10; D: 10; E: 0; F: 1; G: /; H: -6

> C[C@@H]1CCCCO[C@@H](CN(C)CC2CCCCC2)[C@@H](C)CN([C@H](C)CO)C(=O)c2cc(NC(=O)Nc3ccc(F)cc3)ccc2O1
  A: -1; B: 0; C: -18; D: /; E: 6; F: -4; G: -34; H: -5

> COc1cccc(N2CCc3c(C)nc4ccc(Cl)cc4c32)c1
  A: -1; B: 6; C: 11; D: 22; E: /; F: 29; G: 12; H: 0

> Cc1nn(C)c(Oc2ccccc2)c1CCNS(=O)(=O)c1ccc(Cl)cc1
  A: /; B: 4; C: /; D: 1; E: /; F: 9; G: /; H: -10

> O=C(Nc1ccc(Br)cc1F)c1ccc2nsnc2c1
  A: 2; B: 0; C: /; D: -22; E: -65; F: -178; G: 5; H: 4

> Cc1ccc(OC(=O)CCC(=O)Nc2ccc(C(N)=O)cc2)cc1
  A: 3; B: 6; C: 2; D: 1; E: 7; F: 11; G: -2; H: 4

> C=C1C2(C(=O)Nc3nccs3)CCC(C2)C1(C)C (centres undefined)
  A: /; B: 3; C: /; D: -1; E: /; F: -5; G: /; H: 6

> O=C(Nc1ccc(-c2nc3ccccc3s2)cc1)C1=COCCO1
  A: /; B: 2; C: /; D: 6; E: 95*; F: -89; G: /; H: /

The last 4 entries of the part above open the next one:
Letter code: A = ERAP1 HTS inh; B = PglD DTNB; C = EWS-Fli inh; D = FN deposition inh; E = LGR2 inh; F = PAX8 reporter; G = S100A4 inh HTS; H = PGC1a acetyl inh
> O=C(Nc1ccc(Br)cc1F)c1ccc2nsnc2c1
  A: 2; B: 0; C: /; D: -22; E: -65; F: -178; G: 5; H: 4

> Cc1ccc(OC(=O)CCC(=O)Nc2ccc(C(N)=O)cc2)cc1
  A: 3; B: 6; C: 2; D: 1; E: 7; F: 11; G: -2; H: 4

> C=C1C2(C(=O)Nc3nccs3)CCC(C2)C1(C)C (centres undefined)
  A: /; B: 3; C: /; D: -1; E: /; F: -5; G: /; H: 6

> O=C(Nc1ccc(-c2nc3ccccc3s2)cc1)C1=COCCO1
  A: /; B: 2; C: /; D: 6; E: 95*; F: -89; G: /; H: /

> N#Cc1ccc(NC(=O)COC(=O)CCc2nc3ccccc3c(=O)[nH]2)cc1
  A: -4; B: 3; C: -2; D: 3; E: 10; F: -9; G: -3; H: -8

> CSc1ccc(S(=O)(=O)N2CCC(C(=O)Nc3ccc(C(N)=O)cc3)CC2)cc1
  A: 0; B: -3; C: 3; D: -2; E: -15; F: 5; G: 0; H: -17

> CO[C@@H]1CN(C)C(=O)c2ccc(NC(=O)C3CC3)cc2OC[C@H](C)N(C(=O)c2ccccn2)C[C@@H]1C
  A: /; B: -1; C: 7; D: 2; E: 5; F: -6; G: /; H: 6

> O=C(Nc1ccccc1)N1N=CCC1c1ccccc1 (centres undefined)
  A: -2; B: 3; C: -2; D: -2; E: -30; F: -8; G: 1; H: -17

> CCN(C(=O)c1cn(CC)c(=O)c2cc(OC)c(OC)cc12)c1ccccc1C
  A: /; B: 0; C: /; D: 4; E: /; F: 3; G: /; H: -10

> CN(c1ccc(OCC(=O)NC2=NCCS2)cc1)S(=O)(=O)c1ccc(F)cc1
  A: -1; B: -1; C: -11; D: -3; E: 6; F: -24; G: -6; H: -2

> Cc1nn(C(C)(C)C)c(OC(=O)CC(C)C)c1S(=O)(=O)c1ccccc1
  A: -1; B: -4; C: 3; D: 2; E: -5; F: 4; G: -4; H: -2

> CCOc1ccc(N2C(=O)CC(N(CCc3ccc(S(N)(=O)=O)cc3)C(C)=O)C2=O)cc1 (centres undefined)
  A: -3; B: 0; C: 0; D: -5; E: 7; F: -8; G: 1; H: 5

> CNc1cncc(-c2cnn(CC(C)C)c2)n1
  A: -6; B: 0; C: -43; D: /; E: -18; F: -93; G: 13; H: -10

> Cc1ccc(S(=O)(=O)N2CCCCC2C(=O)Nc2nncs2)cc1 (centres undefined)
  A: 0; B: 3; C: 1; D: 13; E: 6; F: 13; G: 3; H: -17

> CC(C)c1ccc(C2(C)NC(=O)N(CC(=O)NCC3COc4ccccc4O3)C2=O)cc1 (centres undefined)
  A: 0; B: 1; C: 7; D: 3; E: -3; F: 22; G: -4; H: -12

Screening data (PubChem BioAssay)
